# Compound activity deposited in PubChem by The Scripps Research Institute Molecular Screening Center.
# TAAR1 antag – human TAAR1 antagonism. Q96RJ0. CHO RD-HGA16 TAAR1, Fluo-8 calcium fluorescence, antagonist. inhibition, % at 3 µM. 1.5% of 360,000 active;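 active = inhibition above a per-plate cutoff, the mean inhibition of test compounds on that plate plus 3 SD, cut at about 49% in these data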;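 also: 0% = DMSO plus EC80 beta-PEA response and 100% = DMSO alone without agonist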
# Target sequence (Q96RJ0 whole entry, looked up): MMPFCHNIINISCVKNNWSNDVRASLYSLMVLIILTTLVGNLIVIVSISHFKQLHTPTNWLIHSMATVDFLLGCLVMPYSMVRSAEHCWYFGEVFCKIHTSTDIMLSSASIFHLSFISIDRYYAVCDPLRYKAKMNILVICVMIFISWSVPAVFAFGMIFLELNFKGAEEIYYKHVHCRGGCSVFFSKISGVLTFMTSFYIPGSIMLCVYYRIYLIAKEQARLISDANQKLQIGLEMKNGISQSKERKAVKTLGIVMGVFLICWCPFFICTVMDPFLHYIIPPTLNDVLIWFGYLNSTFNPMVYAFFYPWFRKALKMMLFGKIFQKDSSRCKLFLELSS
#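 test system = CHO RD-HGA16 cells bearing hTAAR1 | replication = singlicate | controls = DMSO-only wells and EC80 β-PEA-stimulated wells | reagent = EC80 β-phenethylamine stimulus | read-out basis = percent inhibition of PEA-evoked calcium signal, max/basal emission ratio | schedule = seeding 17-24 h prior, 75-min 37 °C, 30-min RT dye loading | signal = kinetic Fluo-8 calcium fluorescence measurement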
# CHO parental Ca – counter-screen: ATP calcium response change in parental CHO cells | parental CHO-K1, ATP-induced calcium, Fluo-8 fluorescence | inhibition, % at 5.6 µM | 0.63% of 330,000 active;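 active = inhibition above that plate's mean sample inhibition plus 3 SD, cut at about 26% in these data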;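 also: 0% = ATP-challenged DMSO wells and 100% = DMSO wells without ATP; some compounds past the cut are filed as inactive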
#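 material = parental CHO cells | also added = ATP as calcium-mobilizing challenge | dosing = single point at 5.6 µM | detection = intracellular calcium via Fluo-8 no-wash fluorescent dye | read-out = % inhibition | benchmarks = low control ATP plus DMSO, high control DMSO only | repeats = one well per compound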
# OXTR potentiator – potentiators of human oxytocin receptor; AID 2445; activation, % at 3 µM; 0.061% of 320,000 active; CHO-OTR cells, Fluo-8 calcium fluorescence, potentiator mode; 0% = oxytocin EC15, 100% = EC100; P30559;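 active = activation above that plate's cutoff, the mean activation of tested compounds plus 3 SD, cut at about 6.6% in these data, passing the limit was not always enough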;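 also: 100% uses oxytocin at 75 nM as the full agonist control; some results filed as inactive read as strong as hits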
#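 Material: human OTR in CHO cells. Compound: 3.0 µM, one dose. Timing: compound 6 min at room temperature before oxytocin, 100 s read. Evaluation: % activation of max/min ratio relative to oxytocin controls. Replication: single well per compound, singlicate. Signal: Fluo-8 calcium dye fluorescence.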
# CHRM1 agonist – activates human CHRM1 receptor; activation, % at 3 µM; CHO-K1 hM1, Fluo-8 calcium fluorescence, agonist mode; 0% DMSO, 100% acetylcholine EC100; 0.33% of 360,000 active; AID 588814;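 active = activation above the run's mean compound activation plus 3 SD, cut at about 16% in these data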;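 also: peak over basal fluorescence ratio within a 140 s kinetic read after compound addition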
# Target sequence (P11229 whole entry, looked up): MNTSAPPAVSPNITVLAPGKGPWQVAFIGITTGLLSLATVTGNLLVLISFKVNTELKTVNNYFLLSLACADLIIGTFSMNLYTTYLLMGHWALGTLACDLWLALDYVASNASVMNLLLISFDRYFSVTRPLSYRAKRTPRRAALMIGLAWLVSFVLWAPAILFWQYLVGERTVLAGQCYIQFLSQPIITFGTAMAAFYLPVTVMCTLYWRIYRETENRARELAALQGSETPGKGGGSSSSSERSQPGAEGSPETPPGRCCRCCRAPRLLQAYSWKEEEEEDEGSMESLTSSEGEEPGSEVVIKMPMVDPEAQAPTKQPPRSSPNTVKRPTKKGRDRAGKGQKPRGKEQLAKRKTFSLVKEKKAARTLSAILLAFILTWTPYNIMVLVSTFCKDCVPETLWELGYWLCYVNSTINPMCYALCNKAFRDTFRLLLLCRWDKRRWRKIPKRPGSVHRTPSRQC
# CHO-K1 Ca antag – counter-screen for M1 antagonists: effect in parental CHO-K1 cells; AID 602250; inhibition, % at 3 µM; 0.6% of 360,000 active; ATP-induced calcium, Fluo-8 fluorescence;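 active = inhibition above a per-plate cutoff, the plate's mean sample inhibition plus 3 SD, cut at about 24% in these data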;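 also: 0% = DMSO plus EC80 ATP and 100% = DMSO alone without ATP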
# CHO-K1 Ca ag – M1 agonist counterscreen hit in parental CHO-K1 cells. activation, % at 3 µM. Fluo-8 calcium fluorescence; scaled to maximal ATP response, vehicle zero. AID 602248. 0.48% of 360,000 active; in the data active = activation above about 15%;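 also: untransfected CHO-K1 host cells lacking M1 receptor as counterscreen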
# TAAR1 ag – human TAAR1 agonism. Q96RJ0. CHO RD-HGA16 TAAR1, Fluo-8 calcium fluorescence; vehicle wells 0%, saturating PEA agonist 100%. activation, % at 3 µM. 0.99% of 360,000 active;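 active = activation above the mean activation of all test compounds in the run plus 3 SD, cut at about 38% in these data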
#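 Assay system: CHO-derived RD-HGA16 cells with stable Gα16 and human TAAR1; timing: 17-24 h seeding, 75 min 37 °C dye, 30 min RT; read-out: % activation from peak over basal fluorescence ratio, DMSO-to-PEA scaled; measured by: kinetic Fluo-8 calcium fluorescence; benchmarks: low control DMSO, high control PEA (EC100); doses: 3 µM single concentration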
# CHRM1 antagonist – human CHRM1 antagonism; inhibition, % at 3 µM; P11229; AID 588852; CHO-K1 hM1, Fluo-8 calcium fluorescence, ACh EC80 antagonist; 1.3% of 360,000 active;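 active = percent inhibition above its own plate's cutoff, namely the mean of that plate's compound wells plus 3 SD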;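 also: peak over basal fluorescence ratio during 140 s after agonist addition; 0% = ACh EC80 plus DMSO and 100% = DMSO alone without agonist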
# M1 PAM parental – nonselective activator or artifact in parental CHO-K1 calcium assay. AID 602247. 0.02% of 360,000 active. activation, % at 3 µM. ATP EC20, Fluo-8 calcium fluorescence; 0% at ATP EC20, 100% at ATP max;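 active = activation above the run cutoff, the mean activation of all test compounds plus 3 SD, cut at about 40% in these data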;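 also: peak over basal fluorescence ratio in a 140 s read after ATP addition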
# An asterisk follows results filed as active; nt = not tested or not shown.
SMILES,CHO-K1 Ca antag,CHRM1 agonist,OXTR potentiator,M1 PAM parental,CHO parental Ca,TAAR1 ag,CHO-K1 Ca ag,TAAR1 antag,CHRM1 antagonist
Cc1nn(Cc2ccc([N+](=O)[O-])cc2)c(=O)n1-c1cccc(Cl)c1,2,-1,-19,-6,5,0,0.6,19,-6
C[n+]1cccc2cccc([O-])c21,-7,-3,nt,7,nt,3,0.9,-29,-4
COc1c2ccoc2nc2c(OC)c(OCC(O)C(C)(C)O)ccc12 (stereo not given),-8,-3,-4,14,-22,7,0.2,5,0
COc1cccc(-n2c(=O)c3c(C)c(C(=O)N(C)C)sc3n(CC(=O)NCCc3ccc(OC)c(OC)c3)c2=O)c1,-5,-1,-16,-4,-3,0,0.4,-11,-7
CC1CCN(C(=O)C2CCC(CNc3c(N4CCCCC4)c(=O)c3=O)CC2)CC1 (stereo not given),-5,-3,-8,13,-4,2,0.2,3,-10
O=S(=O)(c1ccc(F)cc1)N1CCN(C(=S)NCCc2ccccc2)CC1,0,1,-3,2,1,4,6.2,4,3
O=C(CCn1c(=O)oc2ccccc21)N1CCN(c2ccccc2Cl)CC1,-11,-3,-9,-5,-30,10,0.9,-19,-10
Cc1cccc(OCCC(=O)Nc2ccc(C)c(S(=O)(=O)N3CCOCC3)c2)c1,-25,2,-9,20,-9,8,9.6,5,-8
Cc1cc(C)n(-c2ccc(C(=O)OCC(=O)c3ccc(Br)s3)cc2)n1,-2,-4,-12,17,-14,0,1.4,11,3
O=C(NCCN1CCN(Cc2ccccc2Cl)CC1)Nc1ccccc1,-8,-7,-1,-3,-5,5,0.6,8,2
COc1ccc(CC(=O)O)cc1O,-5,-1,3,9,-11,12,0.1,9,-12
C=CC(=O)N1C/C(=C/c2ccc(Cl)cc2)C(=O)/C(=C\c2ccc(Cl)cc2)C1,-3,3,nt,18,nt,0,0.3,-17,-16
COc1ccc(C(=O)NC(CCSC)C(=O)N2CCCCCC2)cc1 (stereo not given),-11,-3,-3,-4,-19,3,0.5,-12,3
CSCCC(NC=O)C(=O)NC(C)C(=O)O (stereo not given),-2,-3,nt,20,nt,0,0.0,-14,-21
COc1ccc(-n2nc3c(c2NC(=O)C(C)Oc2ccccc2)CS(=O)C3)cc1 (stereo not given),-8,-1,0,11,1,1,0.6,-12,-9
CCOC(=O)Cc1csc(NC(=O)CN(C)S(=O)(=O)c2ccc3c(c2)CCC(=O)N3)n1,4,-2,-5,2,-9,1,3.9,7,-6
O=C(c1ccc(Cl)cc1)N1CCC(C(=O)N2CCCc3ccccc32)CC1,-1,-2,-12,10,-14,17,3.2,-3,-7
CC1CC(CC(=O)Nc2nc(-c3ccccc3)cs2)C(=O)O1 (stereo not given),-7,-2,-13,16,-5,0,6.8,0,4
CCOC(=O)c1c(C)[nH]c(C(=O)COC(=O)/C=C/c2cccc(OC)c2OC)c1C,-11,-4,-4,24,-10,1,0.2,-14,-12
Cc1ccc(NC(=O)c2cnc(SCC(=O)NCC3CCCO3)n(C)c2=O)cc1 (stereo not given),1,-1,1,-2,-1,2,2.2,-6,4
O=C(CNc1ccccc1N1CCCC1=O)Nc1cc(Cl)ccc1-n1cncn1,7,-4,nt,-19,nt,4,0.3,-17,9
Cn1c(/C=C/c2ccc(Cl)cc2)c([N+](=O)[O-])c(=O)n(C)c1=O,-13,-8,-8,-6,-12,4,0.2,-19,-16
COc1ccc(/C=C/C(=O)NC(=S)Nc2cc3oc4ccccc4c3cc2OC)cc1,-2,-4,-5,-2,6,2,0.2,-10,5
CCOc1ccc(CN2CCN(Cc3cccn3-c3nccs3)CC2CCO)cc1 (stereo not given),-8,-9,-2,0,-22,-3,0.3,8,1
CC1=C(C)CC(C(=O)c2ccc(C)cc2)C(C(=O)O)C1 (stereo not given),4,1,-14,2,7,6,0.2,7,-19
CCC(=O)Nc1ccc(-c2csc(C)n2)cc1,-6,-2,-7,15,4,5,0.3,-13,-9
Cn1nc(C(=O)N2CCN(c3ccccc3)CC2)c2c1-c1ccccc1S(=O)(=O)C2,-11,1,-8,18,-13,8,5.5,-4,3
CCCOc1cccc(C(=O)N(Cc2ccco2)C2CCS(=O)(=O)C2)c1 (stereo not given),-9,2,-3,5,-3,-5,0.3,102*,-13
CCOc1ccc(C(=O)C[n+]2ccc(C(=O)NCCO)cc2)cc1,-16,-8,2,-5,3,11,-0.1,-16,-6
CC(=O)N1N=C(c2ccccc2)CC1c1cn(Cc2ccccc2)c2ccccc12 (stereo not given),21,-6,-2,4,-21,2,2.4,12,13
COc1cnc(-c2ccccn2)nc1Oc1ccccc1Cl,-9,-6,3,12,-9,4,0.8,-3,-8
CN(C)S(=O)(=O)c1ccc(NC(=O)CSc2nnc(-c3ccco3)n2N)cc1,10,-4,-2,-3,-6,5,0.0,-15,-9
CC(=O)Nc1ccc(S(=O)(=O)N(C)CC(=O)NCCOc2ccccc2)cc1,-9,-1,-4,-14,-5,15,4.5,44,2
CCn1c(C)cc(C(=O)CSc2nnc(-c3ccco3)o2)c1C,-12,0,-5,12,-23,4,0.6,-17,-3
NC(=O)c1ccc(NC(=O)COC(=O)CNC(=O)c2sc3ccccc3c2Cl)cc1,-12,-4,-7,1,-11,7,0.8,8,2
Cc1ccc([N+](=O)[O-])c(OCCn2cnc3ccccc32)c1,3,-3,-23,-12,-15,2,2.0,1,15
CC(=O)Nc1cccc(NC(=O)CSc2nnc3ccc(-c4ccncc4)nn23)c1,4,-7,1,9,1,2,0.9,-30,-2
CCN1C(=O)[C@H]2[C@H]3CN=C(SCc4ccccc4)N3[C@@](C)(C(=O)OC)[C@H]2C1=O,-4,-4,nt,12,-10,0,1.0,-2,-8
CCOC(=O)c1cccc(NC(=O)CCc2nc(-c3ccccc3F)no2)c1,6,3,-9,-5,-23,11,2.9,15,-17
COc1ccc(CN(C)C(=O)CCc2ccc(S(=O)(=O)N3CCCCCC3)cc2)c(OC)c1,-9,-2,-12,9,-17,11,4.0,21,-8
COc1ccccc1C1CC(c2ccc(NS(C)(=O)=O)cc2)=NN1C(=O)c1ccccc1 (stereo not given),-11,-8,-6,11,-8,10,0.2,3,1
O=C(NC[C@@H]1CC[C@@H](Cc2ccc(-c3ccccc3)cc2)O1)Nc1ccc(Br)cc1,-8,-1,nt,19,15,3,3.0,12,0
CCOc1cc(/C=N/Nc2nc(=O)[nH]nc2C)ccc1O,3,0,-18,-6,9,10,-0.1,0,1
CCOc1ccc(CCNC(=O)COC(=O)Cn2cnc3ccccc3c2=O)cc1OCC,-5,-4,-3,0,-3,5,-1.4,-4,-23
Cc1ccc(/C=N\NC(=O)CCc2n[nH]c(=O)[nH]c2=O)o1,-4,-5,-6,21,-4,6,0.7,13,-7
CS(=O)(=O)N(CC(=O)NCc1ccco1)Cc1ccc(Cl)cc1,-11,0,-16,8,0,12,0.4,-16,-8
CCn1c(SCC(=O)NC(=O)NC(C)(C)C)nc2ccccc21,20,-5,7,16,-8,1,-0.3,12,-3
CC1(c2nnnn2Cc2ccccc2)CCC(=O)N1CCc1c[nH]c2ccccc12 (stereo not given),-6,nt,nt,18,nt,8,10,9,nt
COc1ccc(Cn2c(=O)[nH]c3cc(C(=O)NCCCN4CCCC4)ccc3c2=O)cc1,-3,-5,-13,16,-17,14,0.6,4,-1
CC(C)CN(C(=O)CN1CCN(c2ccccc2O)CC1)c1c(N)n(CC(C)C)c(=O)[nH]c1=O,-16,-3,-7,16,1,1,-0.7,-3,1
COc1ccc2nc(SCCN(C)C)[nH]c2c1,-10,-5,-9,8,-4,10,0.8,-12,3
Cc1ccc(COc2ccc(Br)cc2/C=N/O)cc1,-8,-4,-16,15,-6,8,0.5,44,-21
O=C(CSc1n[nH]c(-c2cccs2)n1)N1CCCCC1,-2,-2,-4,0,-16,2,5.0,-3,1
CC(=O)c1cn(CCOc2ccccc2C)c2ccccc12,6,1,-12,18,41*,10,13,27,33*
NNC(=S)Nc1ccccc1Cl,11,-3,-17,-2,-14,5,0.5,-19,-10
O=C(NCCc1nc2ccccc2[nH]1)c1ccco1,-3,-2,-6,15,-8,2,0.2,7,-13
